# PREPL inhibitor: inhibitors of human prolyl oligopeptidase-like enzyme PREPL; Q4J6C6; recombinant PREPL, fluorescence polarization activity-based probe; inhibition, % at 5.96 µM; 320,000 tested, 0.68% active; AID 2751; in the data active means inhibition above about 43%;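 further: 0% = enzyme with DMSO and 100% = wells lacking enzyme; many of its hits are not listed in these tables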
# PAFAH1B2 FP inh: inhibitors of human PAFAH1B2; P68402; recombinant PAFAH1B2, FP-rhodamine activity probe, fluorescence polarization; inhibition, % at 3.39 µM; 340,000 tested, 1.2% active; AID 492953;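 active means inhibition above the mean of all tested compounds plus 3 SD, cut at about 24% in these data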;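 further: 0% = enzyme with DMSO and 100% = wells lacking PAFAH1B2; many of its hits are not listed in these tables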
# Target sequence (P68402 whole entry, looked up): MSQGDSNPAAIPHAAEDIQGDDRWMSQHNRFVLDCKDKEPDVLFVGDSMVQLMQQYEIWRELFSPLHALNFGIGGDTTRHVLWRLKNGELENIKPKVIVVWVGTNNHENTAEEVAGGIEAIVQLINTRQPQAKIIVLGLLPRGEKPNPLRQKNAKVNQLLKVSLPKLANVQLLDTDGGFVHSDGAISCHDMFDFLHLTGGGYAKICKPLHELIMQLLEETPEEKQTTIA
# PAD4 FP inh: blocks human protein arginine deiminase 4 | AID 485272 | Q9UM07 | inhibition, % at 6.36 µM | 330,000 tested, 0.41% active | recombinant PAD4, RCA probe fluorescence polarization;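 active means percent inhibition above a cutoff equal to the mean of all tested compounds plus 3 SD, cut at about 15% in these data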;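 further: 0% = PAD4 with RCA probe and DMSO and 100% = probe without PAD4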
# PAFAH2 inh: inhibitors of human PAFAH2; Q99487; recombinant PAFAH2, FP-rhodamine activity probe, fluorescence polarization; inhibition, % at 3.39 µM; 340,000 tested, 0.99% active; AID 492956;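 active means inhibition above the mean over all tested compounds plus 3 SD, cut at about 30% in these data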;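 further: inhibitors block probe labeling of enzyme so polarization drops; 0% = enzyme with DMSO and 100% = wells lacking PAFAH2 protein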
# LYPLA2 counter: LYPLA2 (human) inhibition in PME1 counter-screen; inhibition, % at 5.9 µM; O95372; AID 2177; 320,000 tested, 0.38% active; recombinant LYPLA2, FP-Rh probe fluorescence polarization;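 active means inhibition above the screen-wide mean plus 3 SD, limit set per campaign, cut at about 26% in these data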;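 further: 0% = LYPLA2 with DMSO and 100% = wells lacking LYPLA2 enzyme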
# Target sequence (O95372 whole entry, looked up): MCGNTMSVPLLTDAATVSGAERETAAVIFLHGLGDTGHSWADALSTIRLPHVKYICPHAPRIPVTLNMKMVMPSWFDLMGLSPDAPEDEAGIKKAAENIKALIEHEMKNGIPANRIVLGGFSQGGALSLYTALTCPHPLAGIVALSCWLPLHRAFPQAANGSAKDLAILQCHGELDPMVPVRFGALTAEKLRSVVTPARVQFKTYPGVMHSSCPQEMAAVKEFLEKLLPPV
# PAFAH1B3 FP inh: inhibitors of human PAFAH1B3; 340,000 tested, 0.28% active; recombinant PAFAH1B3, FP-rhodamine probe, fluorescence polarization; inhibition, % at 3.39 µM; AID 492972;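 active means inhibition above the screen-wide average of all tested compounds plus 3 SD, cut at about 25% in these data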;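 further: 0% = enzyme with DMSO only and 100% = wells lacking PAFAH1B3 protein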
# Target sequence (Q15102 whole entry, looked up): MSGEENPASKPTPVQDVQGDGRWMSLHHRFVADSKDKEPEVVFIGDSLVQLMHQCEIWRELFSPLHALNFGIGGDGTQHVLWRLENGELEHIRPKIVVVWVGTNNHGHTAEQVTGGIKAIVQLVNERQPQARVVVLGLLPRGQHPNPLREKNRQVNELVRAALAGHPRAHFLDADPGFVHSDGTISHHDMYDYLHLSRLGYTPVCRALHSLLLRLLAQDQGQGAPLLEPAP
# GSTO1 inh: blocks human GSTO1 in RBBP9 counter-screen; 300,000 tested, 1.1% active; recombinant GSTO1, activity-based probe fluorescence polarization; AID 1974; inhibition, % at 5.96 µM;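 active means inhibition above the campaign mean inhibition plus 3 SD, cut at about 35% in these data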;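 further: 0% = GSTO1-1 with DMSO and 100% = wells lacking GSTO1-1 enzyme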
# pPAFAH FP inh: inhibitors of human plasma PAF acetylhydrolase (pPAFAH); Q13093; inhibition, % at 3.39 µM; 330,000 tested, 1.5% active; recombinant pPAFAH, FP-rhodamine probe fluorescence polarization;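 active means inhibition above the mean inhibition across the screen plus 3 SD, cut at about 25% in these data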;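 further: inhibitors block binding of the rhodamine activity-based probe so polarization drops; 0% = enzyme with DMSO and 100% = wells lacking pPAFAH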
# LYPLA1 counter: LYPLA1 (human) inhibition in PME1 counter-screen; O75608; recombinant LYPLA1, FP-Rh probe fluorescence polarization; inhibition, % at 5.9 µM; 320,000 tested, 0.16% active; AID 2174;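 active means inhibition above the mean of all tested compounds plus 3 SD, set per campaign, cut at about 14% in these data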;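 further: inhibitors block serine hydrolase probe labeling of LYPLA1 so polarization falls; 0% = enzyme with DMSO and 100% = wells lacking LYPLA1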
# Target sequence (O75608 whole entry, looked up): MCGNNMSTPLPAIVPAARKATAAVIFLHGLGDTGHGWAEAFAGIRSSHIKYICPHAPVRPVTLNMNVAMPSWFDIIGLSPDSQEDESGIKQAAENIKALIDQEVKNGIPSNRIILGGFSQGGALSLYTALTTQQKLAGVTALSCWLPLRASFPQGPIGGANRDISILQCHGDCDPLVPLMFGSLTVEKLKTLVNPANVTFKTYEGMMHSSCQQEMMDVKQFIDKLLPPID
# The depositor's hits bear a star; / = no result given. Some of the compounds tested; the hit share may differ from the screen's.
SMILES,PREPL inhibitor,PAFAH1B2 FP inh,PAD4 FP inh,PAFAH2 inh,LYPLA2 counter,PAFAH1B3 FP inh,GSTO1 inh,pPAFAH FP inh,LYPLA1 counter
CC(C)N1CC(C(=O)Nc2ccc(S(=O)(=O)N3CCCCC3)cc2)CC1=O (stereo unspecified),3,1,-1,-3,-2,5,-4,6,0
O=C(Nc1ccc(S(=O)(=O)Nc2nccs2)cc1)c1ccc(N2C(=O)c3ccccc3C2=O)cc1,-3,-28,-11,-67,-87,-59,-1,-3,-34
O=C(/C=C/c1ccco1)Nc1ccccc1C(=O)Nc1cccc(C(=O)O)c1,-4,-2,-2,-6,-1,2,-12,2,-3
O=C(O)/C=C/c1cn(-c2ccccc2)nc1-c1ccccc1,-3,5,-3,-1,-5,5,-4,3,-2
COc1ccccc1/C=C(/CC(=O)NCc1ccc2c(c1)OCO2)c1nc2ccccc2s1,7,-6,-18,4,-8,-7,-3,8,-6
CCC1=[N+](C)c2cccc3cccc(c23)N1C,13,5,-6,-2,1,3,-5,-3,2
c1ccc2sc(NC3=NCN(CCN4CCOCC4)CN3)nc2c1,10,-3,0,-2,1,-5,13,1,2
CCc1nnc(/N=C/c2c(O)n(-c3ccc(Cl)cn3)c(=O)c3ccccc23)s1,7,0,-2,1,6,3,-1,5,6
O=C(N/N=C/c1ccc(OC(=O)c2ccco2)cc1)c1ccccn1,3,/,-1,/,-5,/,6,-4,-3
Cc1ccc(OCCC(=O)OCC(=O)Nc2ccc(C)cc2Cl)cc1,10,-4,0,6,-1,0,7,20,0
O=C(O)CCCn1cc(NC(=O)c2ccc(F)cc2)cn1,12,1,-3,1,1,8,6,-6,1
O=C(Nc1c(F)cccc1F)C1CCN(C(=O)c2cccs2)CC1,7,1,-2,15,-3,6,7,-1,0
COc1cc2c(cc1OC)-c1nnc(-c3cccs3)n1C(C)(C)C2,10,3,-1,0,2,0,-7,-2,0
Cn1c(C(=O)NC2CCCCC2)cc2sccc21,1,7,-1,8,9,4,-1,5,-1
C#CCn1c(=NC(=O)c2sc3ccccc3c2Cl)sc2cc(S(N)(=O)=O)ccc21,-22,-33,-13,-50,-64,-45,-34,-11,-34
O=C(NCc1ccc2c(c1)OCO2)c1nn(-c2ccccc2)c(=O)c2ccccc12,-9,3,-3,-3,7,1,-4,-1,0
CC(C)n1cnnc1SCC(=O)NNC(=O)COc1ccc(Cl)cc1,3,9,4,-1,3,5,0,1,-1
Cn1ncc(Oc2ccc([N+](=O)[O-])cc2)c(Cl)c1=O,18,/,-1,/,3,/,-1,0,5
COc1ccc(S(=O)(=O)N2CCOCC2)cc1NC(=O)c1cccs1,15,6,1,4,-1,7,/,-3,-3
COc1ccc(S(=O)(=O)N2CCCC(C(=O)NCc3ccncc3)C2)cc1Cl (stereo unspecified),-3,2,1,3,-2,-2,9,1,-3

# Just PAFAH2 inh, for some of the entries so far:
SMILES | PAFAH2 inh
O=C(Nc1ccc(S(=O)(=O)Nc2nccs2)cc1)c1ccc(N2C(=O)c3ccccc3C2=O)cc1 | -67
O=C(/C=C/c1ccco1)Nc1ccccc1C(=O)Nc1cccc(C(=O)O)c1 | -6

# Back to the main list; the 4 compounds before the break are reprinted first.
SMILES,PREPL inhibitor,PAFAH1B2 FP inh,PAD4 FP inh,PAFAH2 inh,LYPLA2 counter,PAFAH1B3 FP inh,GSTO1 inh,pPAFAH FP inh,LYPLA1 counter
CC(C)n1cnnc1SCC(=O)NNC(=O)COc1ccc(Cl)cc1,3,9,4,-1,3,5,0,1,-1
Cn1ncc(Oc2ccc([N+](=O)[O-])cc2)c(Cl)c1=O,18,/,-1,/,3,/,-1,0,5
COc1ccc(S(=O)(=O)N2CCOCC2)cc1NC(=O)c1cccs1,15,6,1,4,-1,7,/,-3,-3
COc1ccc(S(=O)(=O)N2CCCC(C(=O)NCc3ccncc3)C2)cc1Cl (stereo unspecified),-3,2,1,3,-2,-2,9,1,-3
COc1ccc(CNC(=O)/C=C/c2ccc(S(=O)(=O)NCc3ccco3)cc2)cc1OC,8,-7,-2,-2,-2,4,-46,16,-3
O=c1c2c(-c3ccc(Cl)cc3)csc2nc2n1CCC2,1,2,3,-2,2,10,1,-1,4
Cc1[nH]c(C(=O)N/N=C/c2ccc(C(=O)O)cc2)c(C)c1C(=O)N/N=C/c1ccc(C(=O)O)cc1,4,9,-3,-7,-2,2,-5,3,1
O=C1c2ccccc2C(=O)N1c1ccc(S(=O)(=O)N2CCCCC2)cc1,-9,2,-2,-3,0,5,10,0,3
O=C(CC12CC3CC(CC(C3)C1)C2)NCC(=O)OCc1cc(=O)oc2ccc3ccccc3c12,15,1,-4,13,-4,-2,1,0,-5
COc1cc(NC(=O)c2cc(C(C)C)on2)cc(OC)c1OC,16,1,-10,12,10,1,5,1,5
CS(=O)(=O)N(CC(=O)NCC1CCCO1)c1cccc(Cl)c1 (stereo unspecified),2,8,-1,10,4,1,-4,2,3
Cn1cc(C(=O)c2ccc(Cl)cc2Cl)cc1C(=O)N/N=C(\N)COc1ccc(Cl)cc1,9,7,3,-4,-5,10,-53,17,-10
CN1CCN(C(=O)CCN2C(=O)/C(=C\c3ccccc3F)SC2=S)CC1,5,-3,-34,1,-10,10,3,-19,-3
COc1ccc(Cl)cc1C(=O)Nc1nc(C)cc(C)n1,-3,7,2,2,5,8,5,-3,-2
CC(C)c1ccc(S(=O)(=O)N2CCN(C(=S)NCc3ccco3)CC2)cc1,-3,0,-3,-6,-1,5,-6,6,0
Cc1nn(-c2cc(C)c3ccccc3n2)c2c1C1C(C2)C1(C)C (stereo unspecified),7,5,-5,1,-5,1,-5,-1,-6
CC(C(=O)NC1CCCCCC1)c1ccc([N+](=O)[O-])cc1 (stereo unspecified),4,10,-3,-1,-1,6,2,0,2
Cc1noc(/C=C/c2ccco2)c1S(=O)(=O)N1CCC(C(=O)N2c3ccccc3CC2C)CC1 (stereo unspecified),-3,-9,-11,-7,-6,-4,-2,1,-7
CC(C)CCn1c(CN2CCN(C(=O)c3ccco3)CC2)nc2c1c(=O)n(C)c(=O)n2C,8,1,2,5,-2,-4,-1,5,-4
CCOC(=O)C1(Cc2ccccc2)CCCN(S(=O)(=O)N(C)C)C1 (stereo unspecified),-3,0,0,-3,-7,10,6,4,-2
CCOC(=O)CN1C(=N)N(c2nc(NC(C)C)nc(OC)n2)CC1=O,10,3,-4,1,-2,6,-3,3,-1
O=C1CC(c2cccc(O)c2)Oc2ccccc21 (stereo unspecified),-15,-1,0,4,7,0,/,4,1
Nc1ccc(-c2nc3ccccc3[nH]2)cc1,-1,3,2,-1,-5,1,-1,6,-1
N#Cc1c(NCCCO)nc(-c2ccco2)c2c1CCCC2,0,0,-1,-1,-3,-3,-2,4,5
COc1ccccc1NC(=O)c1ccccc1C(=O)N(C)Cc1ccccc1,4,3,-2,6,/,9,/,1,/
CCN(CC)S(=O)(=O)c1ccc(C(=O)NCC(=O)N/N=C/c2ccccc2OC)cc1,2,-7,-3,-1,5,-9,-1,1,2
N#CCCSc1ccccc1NC(=O)c1cc(=O)c2ccccc2o1,20,1,1,-1,-3,-2,5,-1,1
Cc1c(Cl)cccc1NC(=S)N1CCOCC1,11,3,1,2,11,3,4,3,11
CCC(C)C(NC(=O)c1ccccc1NC(=O)c1ccc(C)cc1)C(=O)O (stereo unspecified),0,6,0,-3,-2,1,0,-2,-1
CCCC(C)c1oc(=O)cc(O)c1C (stereo unspecified),/,8,3,-4,/,1,/,4,/
Cc1nccn1CC(=O)N/N=C/c1c[nH]c2ccccc12,-7,2,-3,5,-6,5,1,3,-4
Cc1cc(N2CCCCC2)nc(-c2ccc(Br)cc2)n1,1,5,2,3,1,10,-4,5,-1
COc1cc(/C=C(\C#N)c2ccccn2)cc(OC)c1O,-1,2,-4,0,-3,-5,3,6,-1
Cc1ccc(NC(=S)N(Cc2ccccc2)Cc2cccs2)c(C)c1,2,3,0,0,6,1,-4,6,1
CCCn1nnc(NC(=S)NC(=O)C(C)(C)C)n1,4,3,-4,-4,5,-1,-1,4,-2
CCOC(=O)C(C(=O)OCC)C1CCS(=O)(=O)C1 (stereo unspecified),7,2,3,-4,6,9,0,2,-2
CCC(C)Sc1ccc([C@@H]2[C@H]3C(=O)N(C)C(=O)[C@H]3[C@]3(C(=O)OC)CCCN23)cc1 (stereo partly specified),6,0,-8,1,/,4,/,2,/
CC1CC(C)CN(C(=O)COC(=O)c2cc([N+](=O)[O-])ccc2N2CCOCC2)C1 (stereo unspecified),14,8,5,1,0,4,9,-1,-1
CCOC(=O)c1cc(-c2cccs2)[nH]n1,-2,-1,-1,8,-11,2,4,-5,-3
C=CCOc1c(Cl)cc(CNc2nccs2)cc1OC,-3,1,-5,1,1,-2,-4,3,-1
NC1=NC(c2ccccc2C(F)(F)F)N(c2ccc(F)c(Cl)c2)C(N)=N1 (stereo unspecified),22,6,-2,-5,1,-1,1,-3,-1
CNCCCOc1cccc(Oc2ccccc2)c1,6,6,-2,4,3,5,10,0,-2
FC(F)(F)c1cc(N2CCNCC2)c2ccccc2n1,11,0,-2,-1,-2,9,6,-6,0
CC(C)(C)OC(=O)NNC(=O)NC12CC3CC(CC(C3)C1)C2,9,7,-5,-2,4,6,7,3,2

# Whole records, looked up by structure. Values in the order: PREPL inhibitor, PAFAH1B2 FP inh, PAD4 FP inh, PAFAH2 inh, LYPLA2 counter, PAFAH1B3 FP inh, GSTO1 inh, pPAFAH FP inh, LYPLA1 counter
# Cc1ccc(NC(=S)N(Cc2ccccc2)Cc2cccs2)c(C)c1 is listed as 2, 3, 0, 0, 6, 1, -4, 6, 1
# CNCCCOc1cccc(Oc2ccccc2)c1 is listed as 6, 6, -2, 4, 3, 5, 10, 0, -2
# Cc1cc(N2CCCCC2)nc(-c2ccc(Br)cc2)n1 is listed as 1, 5, 2, 3, 1, 10, -4, 5, -1

# (listing goes on)
SMILES,PREPL inhibitor,PAFAH1B2 FP inh,PAD4 FP inh,PAFAH2 inh,LYPLA2 counter,PAFAH1B3 FP inh,GSTO1 inh,pPAFAH FP inh,LYPLA1 counter
CCOC(=O)N1CCN(C(=O)Cn2ccc3ccccc3c2=O)CC1,10,3,1,0,7,9,-3,5,1
COc1ccc2[nH]c3c(Cl)ncnc3c2c1,9,1,3,3,8,-3,2,4,1
COCCCNC(=S)N1CCN(c2ccccc2)CC1,-6,4,-2,-1,5,-6,7,4,1
CS(=O)(=O)c1ccc2nc(NC(=O)c3cccs3)sc2c1,4,2,-1,2,8,-4,-13,4,3
N#Cc1cnn2ccc(-c3ccc4c(c3)CCC4)nc12,-5,2,-2,-2,0,0,-4,-4,0
COc1cc(SC)ccc1C(=O)N(C)CC(=O)Nc1cccc2ccccc12,-4,1,-6,-2,4,15,/,4,3
